SUMO1-SIM PPI = modulators of human SUMO1-mediated protein-protein interactions; P63165; SUMO1 binding to a labelled peptide, TR-FRET, 1 h; inhibition, % at 20 µM; hit rate 0.33% among 360,000; AID 602429; in the data active means inhibition above about 37%
NadD block = inhibitors of Staphylococcus aureus NadD. hit rate 0.78% among 360,000. AID 602399. inhibition, % at 20 µM. purified NadD enzyme, colorimetric absorbance read-out; in the data active means inhibition above about 26%; further: some compounds past the cut are filed as inactive
DNMT1 block = blocks human DNA methyltransferase DNMT1; P26358; DNMT1 molecular beacon, Hinp1I cleavage, fluorescence; inhibition (reported as % activation of signal), % at 10 µM; hit rate 0.83% among 360,000; AID 588458; in the data active means inhibition above about 50%
Scp1 inh = blocks human Scp-1 phosphatase activity; inhibition, % at 20 µM; Q9GZU7; hit rate 0.88% among 340,000; Recombinant Scp1, phosphopeptide, malachite green phosphate absorbance;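 active means inhibition above about 50% at 20 µM, limit read from the data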;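 further: plate controls were DMSO wells with enzyme for no effect and wells lacking enzyme for full effect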
Target sequence (Q9GZU7 76-261 limits assumed): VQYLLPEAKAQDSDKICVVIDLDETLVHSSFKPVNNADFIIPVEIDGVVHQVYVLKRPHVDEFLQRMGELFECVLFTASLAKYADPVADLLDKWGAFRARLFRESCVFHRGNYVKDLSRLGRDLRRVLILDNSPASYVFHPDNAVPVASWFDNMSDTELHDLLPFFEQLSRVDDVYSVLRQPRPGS
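Times: enzyme reaction 45 min at room temperature, colour 5 min, stabilisation 30 min. Material: SCP-1 catalytic fragment, aa 76-261. Medium: Acidic Tris acetate buffer with magnesium and detergent. Signal: colorimetric free-phosphate detection, absorbance 630 nm. Read-out basis: % inhibition of SCP-1 phosphate liberation. Reagent: Phosphorylated 17-residue peptide substrate.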
TbMetRS inhib = Trypanosoma brucei MetRS inhibition | AID 624268 | hit rate 0.4% among 360,000 | inhibition, % at 11.9 µM | purified T. brucei MetRS, ATP depletion, Kinase-Glo luminescence;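 active means inhibition above a per-plate cutoff of the control wells' mean inhibition plus 3 SD, cut at about 5.5% in these data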;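 further: 0% = DMSO wells median and 100% = median of wells with control inhibitor compound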
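Test system: purified T. brucei MetRS enzyme. Also added: ATP, methionine and E. coli bulk tRNA substrates. Compound: 11.9 µM single point. Schedule: 15 min enzyme-compound preincubation, 2 h reaction, 10 min detection, 25 °C. Signal: luciferase luminescence of residual ATP, Kinase-Glo. Evaluation: percent inhibition versus plate control medians. Controls: DMSO wells, low control.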
Rpn11 inh = blocks the human proteasome subunit Rpn11; hit rate 0.59% among 360,000; calls only at 20 µM; human 26S proteasome, Ub4-pepOG fluorescence polarization; 20S core pre-blocked with epoxomicin; AID 588493;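 active means inhibition at 20 µM, scaled to each plate's controls, above about 33%, limit read from the data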
Target sequence (O00487 whole entry, looked up): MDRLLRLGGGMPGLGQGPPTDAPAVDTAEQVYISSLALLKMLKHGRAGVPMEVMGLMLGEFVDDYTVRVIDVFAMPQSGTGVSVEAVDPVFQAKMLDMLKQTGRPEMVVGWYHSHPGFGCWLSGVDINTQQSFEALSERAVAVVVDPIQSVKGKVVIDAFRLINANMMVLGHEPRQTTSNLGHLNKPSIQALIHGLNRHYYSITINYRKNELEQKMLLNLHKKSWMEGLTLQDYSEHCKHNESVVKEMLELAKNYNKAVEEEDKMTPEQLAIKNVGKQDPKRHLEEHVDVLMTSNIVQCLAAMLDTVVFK
LMPTP block = LMPTP (human) inhibition. P24666. recombinant LMPTP-A, OMFP fluorogenic substrate, fluorescence intensity. inhibition, % at 20 µM. hit rate 0.22% among 360,000;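 active means compounds that cut the enzyme signal by at least half of the control window in the single-dose screen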;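 further: plate controls were DMSO wells with enzyme plus substrate for no effect and substrate without enzyme for full effect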
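Test system – LMPTP-A phosphatase enzyme · Quantity – 0.625 nM LMPTP-A final · Reagent – OMFP substrate, 400 µM final · Dosing – one test concentration per compound, 20 µM, with 3% DMSO overall · Timing – 50 min enzyme reaction at room temperature, protected from light · Detection – fluorescence intensity · Controls – substrate-only low control, DMSO enzyme-plus-substrate high control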
STEP inh = blocks human striatal-enriched tyrosine phosphatase; P54829; recombinant STEP, OMFP fluorogenic substrate, fluorescence; inhibition, % at 20 µM; hit rate 0.25% among 360,000; AID 588621;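 active means inhibition at 20 µM, scaled per plate between control wells, above about 37%, limit read from the data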;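 further: 0% = DMSO with enzyme and substrate and 100% = substrate only without enzyme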
Target sequence (P54829 whole entry, looked up): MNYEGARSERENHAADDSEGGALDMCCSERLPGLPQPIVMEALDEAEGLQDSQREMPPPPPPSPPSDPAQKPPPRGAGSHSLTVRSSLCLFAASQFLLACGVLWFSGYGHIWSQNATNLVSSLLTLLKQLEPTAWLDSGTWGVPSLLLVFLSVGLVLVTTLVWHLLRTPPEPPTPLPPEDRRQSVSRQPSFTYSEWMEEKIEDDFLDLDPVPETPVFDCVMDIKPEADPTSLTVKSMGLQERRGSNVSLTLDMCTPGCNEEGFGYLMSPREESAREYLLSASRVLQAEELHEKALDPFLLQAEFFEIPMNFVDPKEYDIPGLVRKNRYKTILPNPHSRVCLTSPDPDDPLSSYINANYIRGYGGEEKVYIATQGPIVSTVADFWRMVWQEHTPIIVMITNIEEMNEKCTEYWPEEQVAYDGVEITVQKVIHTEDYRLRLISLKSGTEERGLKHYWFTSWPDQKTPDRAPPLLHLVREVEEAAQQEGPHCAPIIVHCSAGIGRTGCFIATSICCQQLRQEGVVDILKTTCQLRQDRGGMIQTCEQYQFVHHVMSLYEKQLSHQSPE
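Test system: STEP tyrosine phosphatase / Reagent: OMFP at 25 µM / Doses: 20 µM, 1% DMSO / Read-out: percent inhibition scaled to no-enzyme and uninhibited-enzyme controls, plate-pattern corrected / Detection: FITC-channel fluorescence of OMFP product / Medium: Bis-Tris buffer pH 6.0, 2.5 mM DTT, 0.005% Tween 20 / Schedule: 20 min at room temperature, dark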
PABP1 MLLE inh = blocks PAM2 peptide binding to the PABP1 MLLE domain | inhibition, % at 20 µM | hit rate 0.36% among 360,000 | GST-MLLE / FITC-PAM2 fluorescence polarization | P11940; in the data active means inhibition above about 35%, passing the limit was not always enough;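 further: plate controls were DMSO wells with GST-MLLE for no effect and wells lacking GST-MLLE protein for full effect; some results filed as inactive read as strong as hits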
CSN deneddyl inh = blocks human CSN-mediated cullin deneddylation; inhibition, % at 12.5 µM; AID 651999; hit rate 0.38% among 360,000; Purified CSN, SCF-Nedd8-OG deneddylation, fluorescence polarization;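 active means pattern-corrected inhibition above about 35%, with an unprinted fluorescence ratio check between 0.5 and 1.5, limit read from the data, passing the limit was not always enough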;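 further: 0% = enzyme with substrate and 100% = substrate without enzyme; some results filed as inactive read as strong as hits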
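test system = HEK293T-derived human Csn5 enzyme | amount = 0.24 nM Csn5 enzyme, final concentration | medium = Tris/NaCl/DTT buffer, pH 7.5 | schedule = 90 min reaction at room temperature | signal = FP | evaluation = inhibition of Csn5 cleavage, % | compound dosing = single dose of 12.5 µM compound with 0.25% DMSO | probe or stimulus = 10 nM SCFSkp2-Nedd8OG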
An asterisk follows results filed as active; i = inactive; · = no result given; & = joins results of further samples. Hits appear at their usual frequency; 3.6% or so of the library scored in one or more.

SMILES | SUMO1-SIM PPI | NadD block | DNMT1 block | Scp1 inh | TbMetRS inhib | Rpn11 inh | LMPTP block | STEP inh | PABP1 MLLE inh | CSN deneddyl inh
CN(C(=O)c1cc(C(=O)N(C)c2ccccc2)cc([N+](=O)[O-])c1)c1ccccc1 | -10 | 1 | -8 | 4 | -0.8 | i | -1.0 | 1 | 9 | -1
COc1cc(Cl)c(NS(=O)(=O)c2c(C(=O)N3CCCC3)c(C)n(C)c2C)c(OC)c1 | -5 | -5 | -10 | -6 | 0.0 | i | -1.5 | 2 | -9 | -6
CN(Cc1ccccc1)Cc1nc2c(c(=O)n(C)c(=O)n2C)n1Cc1ccc(F)cc1 | 0 | 12 | -3 | -4 | -1.1 | i | -0.2 | 1 | 0 | -4
N=c1n(CCCOc2ccc(Br)cc2)c2ccccc2n1CC(N)=O | 1 | -13 | -1 | -7 | 1.1 | i | 0.1 | -3 | 14 | 0
COc1cccc(C(=O)N2CCN(c3ncccn3)CC2)c1 | -3 | -3 | -1 | 1 | -0.3 | i | -1.0 | 0 | -4 | -3
COCCCN(C(=O)CCOc1ccccc1C)c1c(N)n(Cc2ccccc2)c(=O)[nH]c1=O | 5 | -1 | -9 | -1 | -0.5 | i | 0.7 | -1 | -5 | -2
COc1ccccc1CCC(=O)Nc1cccc(S(=O)(=O)N2CCOCC2)c1 | 4 | -8 | 1 | -7 | 0.5 | i | -1.0 | -3 | -30 | -1
CC(C)c1cc(N=NC(N)=O)cc(C(C)C)c1O | -27 | -1 | -1 | -3 | -0.5 | i | 0.2 | 0 | 7 | -2
Cc1cc(Br)ccc1NC(=O)CSCc1c(C)noc1C | 0 | -8 | -6 | -7 | -0.3 | i | -0.5 | 0 | 7 | 2
Cc1ccc(S(=O)(=O)N[C@@H](C)C(=O)N2CCC(C(=O)N3CCC[C@H]3C(=O)O)CC2)cc1 | -2 | -2 | 1 | -2 | -0.4 | i | -2.2 | -10 | 13 | 0
CC(/C=N/NC(=O)c1cc(-c2ccc(Cl)cc2)nc2ccccc12)=C\c1ccco1 | -1 | 2 | -6 | 5 | 0.0 | i | 1.0 | -2 | -5 | 7
CCN(C(=O)COC(=O)CSc1ccc([N+](=O)[O-])cc1)C1CCS(=O)(=O)C1 (centres undefined) | -22 | 10 | -2 | 9 | -0.2 | i | -0.8 | -2 | 31 | -3
CC(C)Nc1nc(NC(N)=S)nc(NC(C)(C)C)n1 | 4 | -5 | -3 | 23 | -1.2 | i | 0.0 | 3 | 14 | -9
O=C(Nc1ccccc1)N(CCCN1CCOCC1)Cc1cc2cc3c(cc2[nH]c1=O)OCCO3 | -5 | 0 | -2 | -2 | -0.7 | i | -0.1 | 1 | -2 | 5
O=C1CN(Cc2ccccc2)C(=NCc2ccco2)S1 | -8 | 2 | -5 | -5 | -0.5 | i | -0.1 | -2 | 14 | 6
COc1ccc(-c2nnc(SCC(=O)N3CCCC3)o2)c(OC)c1 | 1 | -3 | 0 | -2 | -0.3 | i | -2.5 | -1 | -1 | 4
COc1ccccc1-c1noc2c1C(=O)N(Cc1cn(-c3ccc(Cl)cc3)nn1)CC2 | 1 | -4 | -2 | · | 0.8 | i | -0.7 | 1 | -1 | -1
O=C1NN=C(c2ccccc2)C1Cc1ccccc1 (centres undefined) | 3 | 1 | 1 | -8 | -0.4 | i | 0.0 | 2 | 2 | 1
CC(NC(=S)Nc1ccc(F)cc1)c1ccccc1 (centres undefined) | 14 | 3 | 1 | -10 | -0.3 | i | -0.6 | 1 | -22 | 5
CCN(CC)c1ccc(/C=C/c2ccc3ccc(OC)cc3[n+]2CC)cc1 | -52 | 7 | -5 | 39 | -1.2 | i | 39 | 9 | -183 | 18

Ordered by length of the SMILES (rising): 3 of the compounds above
SMILES | SUMO1-SIM PPI | NadD block | DNMT1 block | Scp1 inh | TbMetRS inhib | Rpn11 inh | LMPTP block | STEP inh | PABP1 MLLE inh | CSN deneddyl inh
CC(C)Nc1nc(NC(N)=S)nc(NC(C)(C)C)n1 | 4 | -5 | -3 | 23 | -1.2 | i | 0.0 | 3 | 14 | -9
CN(Cc1ccccc1)Cc1nc2c(c(=O)n(C)c(=O)n2C)n1Cc1ccc(F)cc1 | 0 | 12 | -3 | -4 | -1.1 | i | -0.2 | 1 | 0 | -4
CN(C(=O)c1cc(C(=O)N(C)c2ccccc2)cc([N+](=O)[O-])c1)c1ccccc1 | -10 | 1 | -8 | 4 | -0.8 | i | -1.0 | 1 | 9 | -1

More compounds
SMILES | SUMO1-SIM PPI | NadD block | DNMT1 block | Scp1 inh | TbMetRS inhib | Rpn11 inh | LMPTP block | STEP inh | PABP1 MLLE inh | CSN deneddyl inh
O=C(N/N=C/c1c[nH]c2ccccc12)c1cc2ccccc2o1 | -14 | -4 | -6 | -4 | 0.8 | i | 2.2 | 1 | 5 | -1
CCO[C@H]1OC(C(=O)Nc2ccccc2)=C[C@@H](c2ccc(Br)cc2)[C@@H]1CCCO | 6 | -4 | -7 | -9 | -0.3 | i | 1.3 | -3 | 9 | 3
CCCCCc1ccc(-c2cn(Cc3ccc(C(=O)c4ccccc4)cc3)nn2)cc1 | -4 | -12 | 9 | -9 | -0.3 | i | -0.1 | -4 | -3 | 0
CSc1ccccc1NC(=O)CSc1nncs1 | 0 | -5 | 1 | -6 | 0.1 | i | -0.7 | 1 | -1 | -6
COc1ccc(CCN(C)C(=O)c2cccc(S(=O)(=O)NCc3ccccc3)c2)cc1OC | -51 | 8 | -7 | -7 | -0.3 | i | -9.7 | -1 | -1 | 6
COc1ccc(COn2c(=O)c(C)[n+]([O-])c3ccccc32)cc1OC | -22 | -1 | 0 | -2 | 0.4 | i | -0.4 | 5 | -14 | 2
COc1ccc(NC(=O)CSCC(=O)Oc2c(OC)cccc2OC)cc1 | 4 | -4 | 1 | -4 | -0.5 | i | -0.9 | 0 | 8 | 3
COc1cccc(CNc2ccc3c(c2)ncn3C(C)C)c1OC | -10 | -7 | -1 | -13 | 0.1 | i | -0.1 | -2 | 0 | 6
CCOC(=O)C1CCCN(S(=O)(=O)c2cnc(Cl)c(Br)c2)C1 (centres undefined) | 5 | -8 | 4 | 0 | -0.7 | i | 1.3 | -3 | 0 | -2
O=c1c2[nH]cnc2n(-c2ccccc2)c(=O)n1Cc1ccccc1 | 0 | -5 | 0 | -10 | 2.3 | i | -1.1 | 0 | 0 | -2
O=C(NC1CC1)c1ccc(F)cc1Cl | -4 | 1 | 4 | -2 | -0.1 | i | -0.9 | 0 | 7 | -4
Cc1ccc(NC(=O)C(Cc2ccccc2)NC(=O)c2ccco2)cc1 (centres undefined) | -1 | -9 | -5 | 5 | -0.8 | i | -1.6 | -3 | -13 | 6
COc1cccc(NS(=O)(=O)c2ccc(NC(C)=O)cc2)c1 | -1 | 10 | -6 | -7 | -0.1 | i | -1.1 | -2 | -13 | 3
C=CCSc1nc(O)c(CC)c(=O)n1C(C)CC (centres undefined) | -6 | -6 | 1 | -11 | -0.3 | i | -1.2 | 2 | -5 | 0
COc1cc2[nH]c(=O)n(CCC(=O)N3CCN(Cc4ccc5c(c4)OCO5)CC3)c(=O)c2cc1OC | 0 | 2 | -2 | -9 | 0.0 | i | 1.1 | -2 | -5 | -1
COCCCn1c(=NC(C)=O)c(C#N)cc2c(=O)n3cccc(C)c3nc21 | -5 | -2 | 23 | -2 | -0.4 | i | 19 | 5 | 3 | -4
Nn1c(-c2cccc(O)c2)nnc1-c1cccc(O)c1 | 1 | 0 | -6 | -2 | -0.4 | i | -0.1 | 2 | 10 | -6
Cn1cc(CN2C[C@H]3CC[C@H]2C3)c(-c2ccccc2F)n1 | 4 | -2 | 58* | 2 | 2.3 | i | -0.9 | 2 | -12 | 1
O=C(O)c1cccc(Nc2ccnc(Nc3cccc(C(=O)O)c3)n2)c1 | 14 | -8 | 1 | 1 | -0.7 | i | 0.8 | 2 | 7 | -4
CCCCCCSc1cc(-c2nc3ccc(C)cn3c2NCc2ccccc2)ccc1OC | 6&-1 | 6&6 | -3 | 22 | -0.3&0.8 | i | 15&13 | 8 | -6 | 4&6
CCOC(=O)C1CCCN(C(=S)Nc2cc(C)cc(C)c2)C1 (centres undefined) | 0 | -1 | 14 | 5 | -0.8 | i | -1.1 | 0 | -84 | -5
C[C@@H]1O[C@@H]1P(=O)(O)O | 9 | -1 | 5 | -6 | -1.2 | i | -0.5 | -1 | -3 | -2
COc1ccc(CNS(=O)(=O)c2cc3c(cc2Cl)NC(=O)CO3)cc1 | 0 | -4 | 4 | -1 | -0.5 | i | -2.4 | 5 | -8 | 1
Cc1ccc(C(=O)CCC(=O)OC(C)C(=O)NC2CCCCC2C)cc1 (centres undefined) | -6 | -4 | 3 | 5 | -0.5 | i | 1.1 | -1 | 5 | 4
O=C(CS(=O)(=O)Cc1ccccc1)N1CCN(Cc2ccc3c(c2)OCO3)CC1 | 0 | -4 | -3 | -6 | 0.0 | i | -2.7 | -1 | 1 | -1
NS(=O)(=O)c1cc(Cl)c(Cl)c(S(N)(=O)=O)c1 | 1 | 10 | 2 | 4 | 0.2 | i | -1.1 | -2 | 3 | -3
CCOC(=O)CNC(=O)Cc1ccc(Cl)cc1 | 0 | -5 | 2 | -7 | -0.5 | i | -1.4 | -4 | 0 | 2
CSc1oc(-c2ccccc2)nc1S(=O)(=O)c1ccc(F)cc1 | -2 | -3 | -2 | 0 | -1.2 | i | 1.7 | 2 | -127 | 0
CCCOC(=O)c1c(NC(=O)/C=C/c2cnn(C)c2C)sc(C(=O)OC)c1C | -2 | -1 | -14 | -3 | -0.2 | i | 0.0 | 4 | -15 | 1
NC(N)=S | 10 | -3 | 0 | 4 | -0.5 | i | -0.8 | -2 | -81 | -1
Cc1[nH]c(=O)[nH]c(=O)c1/C=C/C(=O)OCC(C)C | -6 | -2 | -2 | 1 | -0.9 | i | -1.4 | -2 | 8 | -7
CCCc1nnc(NC(=O)CSc2nnc(-c3ccco3)n2C)s1 | 1 | -4 | 2 | -4 | -1.0 | i | -0.6 | 0 | -17 | 0
CNc1cncc(-c2ccc(OC)cc2OC)n1 | -17 | 2 | 2 | · | -0.3 | i | -1.4 | -1 | 8 | -1
CCCc1cc(=O)[nH]c(Nc2ccc3c(c2)OCCO3)n1 | 3 | 0 | -1 | -5 | 0.2 | i | -0.9 | 3 | 1 | -3

Source: PubChem
